Screening results deposited in PubChem BioAssay by National Center for Advancing Translational Sciences (NCATS).
Vif-APOBEC3G blk: Vif-A3G binding inhibition. Q9HC16. HeLa A3G-eYFP + Vif (tagged APOBEC3G with the HIV-1 protein that degrades it), YFP fluorescence, overnight. Potency, µM (titrated, usually from 46.1 µM), for inactives: top-dose activity, negative = active, most hits filed as inhibitors. 0.076% of 410,000 active. AID 602310;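 note: potency is the fitted concentration of half-maximal effect; % is set by controls: 0 for no effect and ±100 for the full control effect; nearly all actives have a fitted effect of over 60% in size; hits raise eYFP signal because A3G escapes Vif-driven loss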
Target sequence (Q9HC16 whole entry, looked up): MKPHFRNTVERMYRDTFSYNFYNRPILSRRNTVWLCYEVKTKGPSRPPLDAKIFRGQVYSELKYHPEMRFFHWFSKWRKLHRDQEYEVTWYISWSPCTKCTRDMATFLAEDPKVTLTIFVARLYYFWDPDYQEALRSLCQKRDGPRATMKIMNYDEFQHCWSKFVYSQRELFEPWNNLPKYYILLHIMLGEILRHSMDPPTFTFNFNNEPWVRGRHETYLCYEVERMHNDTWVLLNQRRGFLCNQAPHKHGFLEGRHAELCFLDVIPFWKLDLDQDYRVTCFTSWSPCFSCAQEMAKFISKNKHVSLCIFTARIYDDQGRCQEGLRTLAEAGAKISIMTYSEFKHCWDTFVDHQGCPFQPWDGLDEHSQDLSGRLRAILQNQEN
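HeLa cells stably expressing Vif and C-terminally eYFP-tagged A3G, seeded overnight at 37 deg C, then exposed to compound by pintool overnight at 37 deg C. Rise in yellow fluorescence (Ex 488/Em 500-530, Acumen) marks blocked Vif-driven A3G degradation.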
mIDH1 inhibitor: human IDH1 R132H inhibition | Potency, µM (titrated, usually from 76.6 µM), inactives show top-dose activity change, negative = inhibition, usual class: inhibitors | IDH1-R132H enzyme, NADPH consumption, diaphorase/resazurin fluorescence | 0.093% of 390,000 active; note: potency is the fitted concentration of half-maximal effect; % is set by controls: 0 for no effect and ±100 for the full control effect; nearly all actives have a fitted effect of over 65% in size
Target sequence (O75874 whole entry R132H, stated change not applied): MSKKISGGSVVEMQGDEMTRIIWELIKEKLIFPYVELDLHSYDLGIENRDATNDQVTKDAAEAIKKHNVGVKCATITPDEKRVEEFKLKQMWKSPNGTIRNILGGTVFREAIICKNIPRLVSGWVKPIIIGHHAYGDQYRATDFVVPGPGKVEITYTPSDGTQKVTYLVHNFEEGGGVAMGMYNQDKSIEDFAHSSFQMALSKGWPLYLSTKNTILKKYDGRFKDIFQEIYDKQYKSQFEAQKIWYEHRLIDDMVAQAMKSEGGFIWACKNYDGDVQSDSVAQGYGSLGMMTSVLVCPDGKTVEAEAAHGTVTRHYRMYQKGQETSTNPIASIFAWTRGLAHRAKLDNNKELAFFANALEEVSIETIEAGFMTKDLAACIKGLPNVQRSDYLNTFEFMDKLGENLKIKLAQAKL
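IDH1-R132H (0.5 ug/mL) preincubated 30 min with compound, then NADPH (0.016 mM) and alpha-KG (2 mM) added; 80 min at RT, pH 7.5. Remaining NADPH coupled via diaphorase/resazurin to fluorescence (540/590 nm); concentration-response curves normalized to no-enzyme control.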
USP1 inh: USP1/UAF1 (human) deubiquitinase inhibition. Potency, µM (doses to about 57.1 µM), for the others: top-dose activity change, negative = inhibition, actives largely listed as inhibitors. AID 743255. O94782. 0.23% of 390,000 active. recombinant USP1/UAF1, Ub-Rhodamine cleavage fluorescence; note: potency is the fitted concentration of half-maximal effect; % is set by controls: 0 for no effect and ±100 for the full control effect; nearly all actives have a fitted effect of over 60% in size; inactives centre near -12
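High-throughput fluorogenic screen: 1nM USP1/UAF1 complex, Ub-Rho substrate 150nM final, 50mM HEPES pH 7.8 with 0.5mM EDTA, 0.1 mg/ml BSA, 1mM TCEP and 0.01% Tween-20.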
Vif-APOBEC3F blk: Vif-A3F binding inhibition; 0.2% of 390,000 active; HeLa A3F-eYFP + Vif (tagged APOBEC3F with the HIV-1 protein that degrades it), YFP fluorescence increase; AID 602313; Potency, µM (titrated, usually from 46.1 µM), without a hit: at the top dose activity, negative = active; note: potency is the fitted concentration of half-maximal effect; % of control where 0% means no effect; nearly all actives have a fitted effect of over 65% in size
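HeLa cells stably expressing Vif plus C-terminally eYFP-tagged A3F were seeded, incubated overnight at 37 deg C, dosed with compound, incubated overnight again at 37 deg C. Yellow fluorescence (Ex 488/Em 500-530) reported blocked Vif-mediated A3F-eYFP degradation.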
PI4K2A block: blocks human PI4K2A kinase activity. activity change, negative = inhibition, % at 76.9 µM. purified PI4K2A, ADP-Glo luminescence, 1 h; hits give low values. 0.13% of 420,000 active. Q9BTU6. AID 1346378; in the data active = activity change below about -50%; inconclusive = mostly about -30% to -49%;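 note: -100% = wells without enzyme as full effect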
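In this quantitative HTS, ADP production by PI4K2A was quantified luminescently after 1 h at ambient temperature; 100 microM adenosine served as plate-quality control.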
TrxR1 substrate: is turned over as a substrate by rat TrxR1 | purified TrxR1 substrate turnover, NADPH consumption readout | 0.01% of 390,000 active | AID 588456 | Potency, µM (top dose mostly 114 µM), for the others: at the top dose activity change, negative = substrate turnover; note: potency is the fitted concentration of half-maximal effect; % is set by controls: 0 for no effect and ±100 for the full control effect; nearly all actives have a fitted effect of over 50% in size
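Rat TrxR1, dispensed at 90 nM, was prereduced with 400 uM NADPH (final) for 5 min at ~22 deg C, then incubated with compound 15 min before 400 uM selenite. A first-read NADPH fluorescence drop versus no-compound background flagged substrates.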
LDHA inh: blocks human lactate dehydrogenase A; P00338; purified LDHA, NADH/diaphorase-resazurin fluorescence; hits give low values; activity change, % (values are at about 110 or 230 µM); 0.15% of 480,000 active; AID 1347041; in the data active = activity change below about -30%; inconclusive = mostly about -25% to -30%;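 note: plate controls were DMSO wells for no effect and wells without enzyme for full effect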
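LDH5 2 nM; NADH 0.06 mM, pyruvate 0.2 mM; 200 mM Tris pH 7.4, EDTA, Tween-20; 5 min RT. Detection: diaphorase 0.133 mg/mL + resazurin 37 µM, fluorescence ex540/em590 at 0 and 20 min; normalized to enzyme-free and DMSO wells.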
GRP78 ERSR act: inducers of ER stress response in human glioma cells; U87-MG GRP78 promoter luciferase reporter, 16 h; Potency, µM, inactives show at the top dose activation, hits mostly activators; 0.02% of 420,000 active; AID 602332; note: potency is the fitted concentration of half-maximal effect; series mostly up to about 76 µM; % of control where 0% means no effect; nearly all actives have a fitted effect of over 35% in size
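Stably transfected U87-MG human glioma cells carrying a GRP78-based luminescent sensor were seeded at 1000 cells/well, pin-dosed with compounds and incubated 16 h. Luciferase reagent was then added, and end-point luminescence was read after 10 min at room temperature.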
RXFP1 agonist: RXFP1 (human) receptor agonism; Q9HBX9; HEK293T-RXFP1 cAMP TR-FRET, 30 min; response scale: percent of porcine relaxin response, buffer zero; Potency, µM (titrated, usually from 57.5 µM), for the others: top-dose activation, hits mostly activators; 0.3% of 370,000 active; note: potency is the fitted concentration of half-maximal effect; % is set by controls: 0 for no effect and ±100 for the full control effect; nearly all actives have a fitted effect of over 60% in size; many of its hits are not listed in these tables
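HEK293T cells stably expressing RXFP1 were pretreated with the PDE4 inhibitor Ro 20174, exposed to compounds for 30 min at 37C, lysed, and cAMP was read by TR-FRET. Data normalized to buffer (basal) and 29 nM porcine relaxin (100%).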
Active calls of the source: *; ? = inconclusive; / = no result given; & = joins results of further samples; [ ] = remark or other dose. Unless noted, calls come from the whole dose curve; as a rule, active = well fitted curve in the direction sought with a large enough effect; inconclusive = small, poorly fitted or top-dose-only effect, or another doubt; inactive = no such curve, though single readings can be large; an effect the other way counts as inactive or inconclusive. A portion of the library. The share of hits here may be higher or lower than overall.

compound	Vif-APOBEC3G blk	mIDH1 inhibitor	USP1 inh	Vif-APOBEC3F blk	PI4K2A block	TrxR1 substrate	LDHA inh	GRP78 ERSR act	RXFP1 agonist
O=C1NC(=NCc2ccccc2)NC1(c1ccccc1)c1ccccc1	-4%	-2%	-14%	-14%	9	8%	-3	-3%	/
Cc1ccc(/C=N/NC(=O)CCCOc2ccc(Cl)cc2Cl)cc1[N+](=O)[O-]	0%	15%	-13%	6%	4	-10%	-9	-9%	-0.9%
O=c1oc2c3c(nn2c2ccccc12)CCCC3	0%	0%	-16%	-2%	-1	1%	3	-1%	0.4%
CC(=O)c1ccc(NC(=S)NNC(=O)c2ccccc2[N+](=O)[O-])cc1	2%	-3%	-3%	4%	-4	-9%	-15	5%	1.6%
CCOC(=O)c1c(CN(C)C)n(-c2ccccc2)c2cc(Br)c(O)cc12	-2%	9%	-18%	2%	-3	-4%[57.1 µM]	5	-1%	-0.3%
CCCOC(=O)c1[nH]c2c(c1C)C(=O)CC(c1cccs1)C2 (stereo not drawn)	-38%	5%	-16%	-2%	0	-3%	0	-5%	1.4%
O=C(O)c1cccc(CSc2nnc(Cc3ccccc3)o2)c1	3%	6%	-24%	-4%	-1	-1%	6	-10%	?
Cc1ccc(C(C[N+](=O)[O-])c2c(-c3ccccc3O)[nH][nH]c2=O)cc1 (stereo not drawn)	13%	8%	?	3%	-4	1%	14	?	-0.5%
CC(O)(c1cccnc1)c1nc(-c2ccoc2)cs1 (stereo not drawn)	2%	/	/	/	-2	/	-7	-4%	/
Cc1cccc2nc3ccccc3cc12	0%	24%	-8%	7%	-23	8%[57.1 µM]	3	4%	/
O=C(NCCc1ccccc1Cl)c1ccc2nc3ccccc3c(=O)n2c1	-5%	2%	-4%	5%	3	52%[activator]	0	20%	1.7%
COc1ccc(C)cc1NC(=O)c1cc2ccccn2n1	1%	3%	-17%	1%	0	-5%[57.1 µM]	-22	4%	-2.1%
S=c1[nH]nc(C2CC2c2ccc(Cl)cc2)n1-c1ccc(Cl)cc1 (stereo not drawn)	-8%	2%	-6%	-19%	-3	-1%	-1	-2%	1.6%
CCOc1ccc(N2C(=O)c3ccccc3C2=O)cc1	3%	2%	-10%	-2%	3	-5%	0	3%	-2.4%
COCCNC(=O)CC(=O)N/N=C/c1cccc(C(=O)OC)c1	-2%	2%	-9%	6%	7	3%	-6	-1%	0.3%
COc1cccc(-c2csc(N3CCN(CC(=O)NNC(=O)c4ccc(Cl)cc4)CC3)n2)c1	-3%	10%	-23%	-2%	-3	6%	-2	0%	0.1%
Cc1nn(-c2ccc(F)cc2)c(Cl)c1/C=N/NC(=O)c1ccc(O)cc1	-6%	7%	-23%	-5%	1	3%[57.1 µM]	-4	-2%	-0.2%
COc1ccnc(CSC(N)=Nc2ccccc2C(F)(F)F)c1	-1%	11%	-8%	6%	7	-4%	-3	0%	0.3%
COc1ccccc1C(=O)N(Cc1ccc(C)o1)C1CCS(=O)(=O)C1 (stereo not drawn)	0%	5%	-20%	-3%	3	-2%	-4	-3%	1.1%
COc1ccc(C(=O)N/N=C/c2sc(=O)n(Cc3cccc(C(=O)O)c3)c2Cl)cc1	-6%	5%	-4%	6%	-2	-16%	0	-2%	2.7%
COc1ccc(C#Cc2ccc(C3=CC(=O)CC(C)(C)C3=O)cc2)cc1	3%	9%	-24%	?	4	/	-1	7%	/
CCCCCCCCCCCC(=O)NC(C(=O)OCC)C(O)c1cccc([N+](=O)[O-])c1 (stereo not drawn)	-2%	5%	-23%	-8%	2	-12%	1	-5%	-1.8%
CCCOc1ccc(C2c3c(oc4cc(C)c(C)cc4c3=O)C(=O)N2CCCN(C)C)cc1 (stereo not drawn)	2%	8%	-5%	-5%	-1	-1%[57.1 µM]	-1	-3%	-0.7%
Cc1cc(NC(=O)c2ccc(NC(=O)C3CCCO3)cc2)ccc1Br (stereo not drawn)	1%	-2%	-11%	6%	0	-4%	-3	-3%	-0.1%
O=C(O)CN1C(=O)/C(=C\c2ccccc2OCc2ccc(F)cc2)SC1=S	3%	1%	-7%	9%	-6	-9%	-6	3%	0.0%
COC(CNC(=O)c1ccc2c(c1)nc(C)n2-c1ccc(F)c(F)c1)OC	1%	12%	-7%	-2%	10	5%	-2	-3%	-0.9%
CCCCCN1C(=O)Cn2c(nc3ccccc3c2=O)C1C (stereo not drawn)	0%	13%	-15%	-3%	0	2%	2	-1%	12%
CCCC(=O)Nc1ccc(Cl)c(NC(=O)CC)c1	-5%	5%	0%	/	-3	7%	6	-1%	0.5%
Cc1onc(-c2ccccc2)c1C(=O)N/N=C/c1cn(C)c2ccccc12	-6%	32%[activator]	-25%	-1%	2	1%[57.1 µM]	-8	6%	-2.7%
O=C(O)C(c1ccccc1)N1C(=O)/C(=C\c2ccc(-c3ccc(Br)cc3)o2)SC1=S (stereo not drawn)	0%	2%	-4%	?	0	-7%	-2	0%	1.8%
Cc1ccc(N/C(N)=N/c2nc(C)cc(N3CCCCC3)n2)c(C)c1	1%	-4%	-5%	8%	-6	-2%	-8	-7%	0.4%
COc1ccc2c(c1)CCc1cc(C(=O)O)sc1-2	1%	-9%	-4%	-5%	-7	/	-1	0%	7.4%
O=C(c1ccc(CSc2nc3ccncc3n2Cc2cccc(F)c2)cc1)N1CCCCCC1	-1%	-7%	-4%	4%	-3	1%	0	1%	8.3%
Cc1cccc(N/C(N)=N/c2nc(C)c(Cc3ccccc3)c(=O)[nH]2)c1	0%	2%	-12%	-12%	-18	9%[57.1 µM]	-3	-5%	18%
Nc1nc(Cl)cc(N2CCC(c3cc(-c4ccc(Cl)cc4Cl)n[nH]3)CC2)n1	-2%	3%	-16%	-26%	-1	10%	3	-6%	-1.2%
Cc1cccc(CNC(=O)CCCN2C(=O)COc3ccc(C)cc32)c1	/	/	?	/	-8	-3%	-10	/	-2.4%
Cc1ccc(OCC(=O)NCC(=O)OCc2cc(=O)n3nc(C)sc3n2)cc1	2%	16%	-8%	2%	2	-1%[57.1 µM]	7	-4%	1.2%
COc1ccc(CNC(=O)COC(=O)CC2CCCC2)cc1	-8%	4%	-11%	7%	3	-4%	2&1	-6%	0.1%
Oc1ccc(Cl)cc1C1C=C(c2ccc3c(c2)OCO3)NC(c2ccc(Cl)cc2)N1 (stereo not drawn)	-25%	/	/	/	/	3%	1	?	/
C[C@@H]1CN([C@H](C)CO)C(=O)CCCn2cc(nn2)CO[C@H]1CN(C)C(=O)Nc1ccccc1F	4%	-2%	-16%	-1%	3	/	-3	0%	/

Ordered by count of non-hydrogen atoms (smallest number first): part of the list above
compound	Vif-APOBEC3G blk	mIDH1 inhibitor	USP1 inh	Vif-APOBEC3F blk	PI4K2A block	TrxR1 substrate	LDHA inh	GRP78 ERSR act	RXFP1 agonist
Cc1cccc(CNC(=O)CCCN2C(=O)COc3ccc(C)cc32)c1	/	/	?	/	-8	-3%	-10	/	-2.4%
Oc1ccc(Cl)cc1C1C=C(c2ccc3c(c2)OCO3)NC(c2ccc(Cl)cc2)N1 (stereo not drawn)	-25%	/	/	/	/	3%	1	?	/
C[C@@H]1CN([C@H](C)CO)C(=O)CCCn2cc(nn2)CO[C@H]1CN(C)C(=O)Nc1ccccc1F	4%	-2%	-16%	-1%	3	/	-3	0%	/

Next results follow:
compound	Vif-APOBEC3G blk	mIDH1 inhibitor	USP1 inh	Vif-APOBEC3F blk	PI4K2A block	TrxR1 substrate	LDHA inh	GRP78 ERSR act	RXFP1 agonist
O=C1OC(c2ccco2)=N/C1=C\c1ccc(-c2cccc(C(F)(F)F)c2)o1	-1%	2%	?	-6%	2	-13%	-2	0%	0.5%
O=C1C2C3C=CC(C3)C2C(=O)N1CCN1CCN(S(=O)(=O)c2ccc3ccccc3c2)CC1 (stereo not drawn)	3%	7%	-18%	3%	4	-6%	-2	-1%	0.5%
COc1ccc2nc3ccccc3nc2c1NC(=O)c1ccc(Cl)cc1	-11%	2%	-21%	11µM*	-8	-19%[57.1 µM]	11	-3%	-0.9%
Cc1ccc2c(=O)c(CN3CCCCCC3)c(C)[nH]c2c1C	-5%	7%	-11%	-4%	4	2%	3	-2%	0.0%
Cc1ccc(NC(=O)c2nc[nH]c2C(=O)Nc2ccccc2F)cc1	5%	10%	-16%	-10%	3	/	1	-5%	/
CSc1ncccc1C(=O)OCC(=O)Nc1nc(C)c(Cl)cc1Cl	1%	1%	5%	-2%	2	-10%	-3	-3%	/
O=C(Nc1ccc(F)cc1)c1ccc2c(=O)n(CC3CCCO3)c(=S)[nH]c2c1 (stereo not drawn)	0%	7%	-8%	-2%	-6	1%	-1	-3%	4.2%
O=C(Nc1ccc(Oc2ccccc2)nc1)C1CCCCN1Cc1ccc(OCCO)cc1 (stereo not drawn)	-1%	2%	-10%	-2%	-1	3%	-7	-2%	2.9%
NS(=O)(=O)c1ccc(NC(=O)/C=C/c2ccc3c(c2)OCO3)cc1	0%	-13%	-26%	5%	7	0%[57.1 µM]	-7	-1%	-4.8%
COc1ccc(N(C(=O)c2ccncc2)S(=O)(=O)c2ccc(Cl)cc2)cc1	-5%	1%	-18%	-7%	-2	9%[57.1 µM]	0	-3%	3.3%
CC(C)(C)C1(O)CC(C(F)(F)F)=NN1C(=O)Cc1ccc([N+](=O)[O-])cc1 (stereo not drawn)	0%	13%	-5%	3%	2	-10%	-5	-1%	-0.8%
